NCI-60 one-dose screen, 48 h, at 10 µM unless noted. Numbers give growth in % (100 = growth as untreated, 0 = no growth, -100 = all killed).
UACC-257 – UACC-257 melanoma; hit rate 4.4% among 78,000; AID 1794764
SK-MEL-5 – SK-MEL-5 melanoma | hit rate 6.4% among 80,000 | AID 1794755
UACC-62 – UACC-62 melanoma. hit rate 5.4% among 81,000. AID 1794756
SK-MEL-2 – SK-MEL-2 melanoma; hit rate 4.7% among 77,000; AID 1794763
MALME-3M – MALME-3M melanoma | hit rate 5.8% among 78,000 | AID 1794766
MDA-MB-435 – MDA-MB-435 melanoma | hit rate 7.8% among 82,000 | AID 1794794
LOX IMVI – LOX IMVI melanoma. hit rate 7.4% among 79,000. AID 1794757
SK-MEL-28 – SK-MEL-28 melanoma; AID 1794761; hit rate 4.1% among 81,000
The depositor's hits bear a star; nt = no result given; & = joins results of further samples; [ ] = another dose, or the depositor's remark. How the source made its calls: active means growth percent below 10; inactive means the rest.

SMILES	UACC-257	SK-MEL-5	UACC-62	SK-MEL-2	MALME-3M	MDA-MB-435	LOX IMVI	SK-MEL-28
CC1=Nc2cnc(Nc3ccc(OCCN4CCOCC4)cc3)nc2Nc2ccccc21	102	81	82	74	73	83	63	99
CC(=O)N1C/C(=C\c2cc3c(cc2C)OCO3)C(=O)/C(=C/c2cc3c(cc2C)OCO3)C1	nt	105	103	91	102	105	96	111
O=C(c1ccc(Cl)cc1)C1[C@H](c2ccc(Cl)cc2)[C@@H](c2ccccc2)NC12C(=O)Nc1ccc(Cl)cc12 (some centres not stated)	63	66	44	77	74	43	27	80
COC1(OC)C2C(Cl)=C(Cl)C1(Cl)C(Br)C2c1ccccc1 (configuration not stated)	79	92	81	57	113	53	82	92
CCCCCCCCCCCCNC(=S)N/N=C/c1ccc(OC)c(OC)c1	106	98	85	98	118	98	113	108
Cc1cc(C2=NNC(c3ccc[nH]3)C2)ccc1-n1ccc(C(F)(F)F)n1 (configuration not stated)	99	100	83	103	96	100	95	100
CCOC(=O)c1c(N/C=C/C(=O)c2cc3cc(Br)ccc3oc2=O)sc2c1CCCC2	100	95	82	98	109	108	91	109
CCNc1ncnc2c1cnn2C1CCCCO1 (configuration not stated)	102	108	103	111	150	101	100	121
O=C1c2ccccc2C(=O)N1CCc1ccccc1	98	94	89	89	90	106	91	110
C/C=C/C(=O)OCCN1CCN(C(=O)/C=C/C)CC1	102	103	109	111	129	94	100	119
CSc1ccc2c(c1)N(C(=O)/C(C#N)=C/c1c[nH]c3ccccc13)c1ccccc1S2	57	nt	42	36	56	12	nt	59
NS(=O)(=O)Oc1ccc(-c2cn3ccsc3n2)cc1	108	99	99	115	109	101	105	110
N#Cc1c(-c2ccco2)[nH]c(=S)[nH]c1=O	79	88	96	83	44	99	92	98
COc1ccc(NC(=O)COc2ccc(CC(=O)N3CCN(c4ccc(Cl)c(Cl)c4)CC3)cc2)cc1	58	11	56	81	71	75	66	85
S=C(NCc1ccco1)Nc1ccccc1	89	99	95	111	109	99	100	123
C[N+]1(CCc2ccccc2)CCC(CCC2CC[N+](C)(CCc3ccccc3)CC2)CC1 (configuration not stated)	110	100	86	119	118	104	102	111
O=C1OC(=O)C2C3CC(c4ccccc43)C12 (configuration not stated)	92	112	105	125	101	104	103	116
CCCCCCC1=C(P(=O)(O)O)N[C@H](C(=O)OCC)CS1	90	97	89	102	107	97	95	92
CCNC(=O)OCCc1c2ccccc2nc2ccccc12	112	104	99	111	126	118	88	98
COc1cccc2c1C(=O)c1c(O)c3c(c(O)c1C2=O)C[C@@](O)(C(C)=O)C[C@@H]3OC1CC(N)C(O)C(C)O1 (some centres not stated)	-33*	-91*	-72*	-39*	-77*	-87*	1.6*	-51*
CC1(c2ccccc2)NC(=O)N(CC(=O)Nc2cccc(I)c2)C1=O (configuration not stated)	85	31	74	77	75	102	94	93
Cc1sc2nc(NCCN)[nH]c(=O)c2c1C	107	96	95	103	82	85	91	98
COc1ccc(/C(=C2\O[C@@H]([C@H]3COC(C)(C)O3)[C@H]3OC(C)(C)O[C@@H]23)c2cc(OC)c(OC)c(OC)c2)cc1O	107	60	93	103	nt	-45*	37	60
COc1cccc(OC)c1C(=O)N[C@@H]1C(=O)N2[C@@H]1SC(C)(C)[C@@H]2C(=O)O	103	105	109	101	94	105	100	105

Arranged by count of non-hydrogen atoms (ascending): some entries from above.
SMILES	UACC-257	SK-MEL-5	UACC-62	SK-MEL-2	MALME-3M	MDA-MB-435	LOX IMVI	SK-MEL-28
N#Cc1c(-c2ccco2)[nH]c(=S)[nH]c1=O	79	88	96	83	44	99	92	98
S=C(NCc1ccco1)Nc1ccccc1	89	99	95	111	109	99	100	123
CCNc1ncnc2c1cnn2C1CCCCO1 (configuration not stated)	102	108	103	111	150	101	100	121
C/C=C/C(=O)OCCN1CCN(C(=O)/C=C/C)CC1	102	103	109	111	129	94	100	119
COC1(OC)C2C(Cl)=C(Cl)C1(Cl)C(Br)C2c1ccccc1 (configuration not stated)	79	92	81	57	113	53	82	92
CCNC(=O)OCCc1c2ccccc2nc2ccccc12	112	104	99	111	126	118	88	98
CC1(c2ccccc2)NC(=O)N(CC(=O)Nc2cccc(I)c2)C1=O (configuration not stated)	85	31	74	77	75	102	94	93
COc1cccc(OC)c1C(=O)N[C@@H]1C(=O)N2[C@@H]1SC(C)(C)[C@@H]2C(=O)O	103	105	109	101	94	105	100	105
CCCCCCCCCCCCNC(=S)N/N=C/c1ccc(OC)c(OC)c1	106	98	85	98	118	98	113	108
CSc1ccc2c(c1)N(C(=O)/C(C#N)=C/c1c[nH]c3ccccc13)c1ccccc1S2	57	nt	42	36	56	12	nt	59
C[N+]1(CCc2ccccc2)CCC(CCC2CC[N+](C)(CCc3ccccc3)CC2)CC1 (configuration not stated)	110	100	86	119	118	104	102	111
COc1ccc(NC(=O)COc2ccc(CC(=O)N3CCN(c4ccc(Cl)c(Cl)c4)CC3)cc2)cc1	58	11	56	81	71	75	66	85
O=C(c1ccc(Cl)cc1)C1[C@H](c2ccc(Cl)cc2)[C@@H](c2ccccc2)NC12C(=O)Nc1ccc(Cl)cc12 (some centres not stated)	63	66	44	77	74	43	27	80
COc1cccc2c1C(=O)c1c(O)c3c(c(O)c1C2=O)C[C@@](O)(C(C)=O)C[C@@H]3OC1CC(N)C(O)C(C)O1 (some centres not stated)	-33*	-91*	-72*	-39*	-77*	-87*	1.6*	-51*
COc1ccc(/C(=C2\O[C@@H]([C@H]3COC(C)(C)O3)[C@H]3OC(C)(C)O[C@@H]23)c2cc(OC)c(OC)c(OC)c2)cc1O	107	60	93	103	nt	-45*	37	60

The results go on.
SMILES	UACC-257	SK-MEL-5	UACC-62	SK-MEL-2	MALME-3M	MDA-MB-435	LOX IMVI	SK-MEL-28
COc1ccc(C(=O)C[n+]2cc(Br)cc(Br)c2)cc1	68	100	87	85	95	94	103	105
O=c1c2cccc3c(NCCO)ccc(c32)c2nc3ccccc3n12	104	80	76	122	96	107	85	96
CCOc1ccc(Br)cc1/C=N\N=C\c1cc(Br)ccc1OCC	93	109	104	109	105	103	105	115
COc1ccc(OC)c(-c2cn3nc(-c4cn(C)c5ccccc45)sc3n2)c1	91	92	72	96	99	97	97	98
COc1cc(CNc2cnc(Nc3ccc(N4CCOCC4)cc3)nc2Oc2ccc(C)cc2OC)cc(OC)c1	61	96	79	83	78	96	92	88
Cc1nn(-c2ccc(F)cc2)c2ncnc(N3CCOCC3)c12	106	101	nt	99	110	102	102	113
O=c1oc2c3ccc4[nH]cccc4c3nc2c2ccccc12	nt	67	76	87	106	88	76	125
CN(C)c1ccc(C2SCC(=O)N2c2nnc(Cn3cnnc3)o2)cc1 (configuration not stated)	96	104	99	nt	105	104	97	121
O=C(CCN1CCCC1)Nc1ccc2c(NCCc3ccccc3)c3ccccc3nc2c1	-8.5*	11	-55*	-59*	-93*	-92*	-68*	-17*
Cn1c(=O)c2c(nc3n2CCCN3CCc2ccccc2)n(C)c1=O	117	nt	105	105	116	106	104	105
Cc1ccc(-c2csc(-n3[nH]c(=O)ccc3=O)n2)cc1	97	100	91	104	89	94	88	104
CCN1CCN(c2nc(C)cc(N(CCCNc3ccnc4cc(Cl)ccc34)Cc3ccc4c(c3)OCO4)n2)CC1	nt	-98*	-53*	-60*	-82*	-87*	-84*	-64*
OC12CCCCC1Oc1ccc3ccccc3c12 (configuration not stated)	94	103	99	93	95	99	95	109
COc1ccc2cc(C(C)C(=O)Nc3ccc(C(=O)Nc4ccc(S(=O)(=O)Nc5ncccn5)cc4)cc3)ccc2c1 (configuration not stated)	115	102	90	102	108	113	103	101
CC(C)CC(N)C(=O)NCC(=O)O (configuration not stated)	102	98	96	117	97	103	102	103
Cc1c(OCC(=O)c2ccccc2)ccc2c1oc(=O)c1ccccc12	112	98	98	125	120	98	98	114
O=C1Nc2c(C(=O)O)cccc2/C1=N/c1n[nH]c(=S)s1	100	102	50	99	105	88	61	107
CC(C)=C1CCC(C)C/C1=N\NC(N)=S (configuration not stated)	106&110	99&98	99&96	108&101	80	99&112	82	94&107
Cc1cc(=O)oc2cc(OCc3cn(CC(O)CO)nn3)ccc12 (configuration not stated)	112	26	97	115	109	116	103	128
Cc1cc(Br)cc(C)c1NC(=S)NN	93	93	76	105	84	101	91	99
O=C(Cc1cccc2ccccc12)N/N=C/c1ccc2c(c1)CCC2	87	81	54	85	64	7.6*	70	81
COc1cc([C@@H]2c3cc4c(cc3[C@H](O)[C@@H](CO)[C@@H]2C(=O)O)OCO4)cc(OC)c1OC	97	98	97	95	100	97	97	104
C/C(=N\Nc1ccc(Cl)cc1)C(=O)O	63	90	nt	70	99	29	22	91
Cc1nn(-c2ccccc2)c2c1C(c1ccc(Cl)cc1)CC(=O)N2 (configuration not stated)	93	103	111	118	114	104	99	105
C#COc1cccc(Nc2ncnc3ncc(NC(=O)CCl)cc23)c1	59[6.25 µM]	47[6.25 µM]	27[6.25 µM]	24[6.25 µM]	37[6.25 µM]	17[6.25 µM]	-94*[6.25 µM]	55[6.25 µM]
COc1cc(OC)c2cc(C(=O)c3ccc(C#N)cc3)c(=O)oc2c1	102	98	92	103	96	95	nt	99
Nc1cccc(S(N)(=O)=O)c1	101	113	99	107	156	104	99	107
Cc1ccc(C)c2c1SC1=NNC(Nc3ccc(Cl)cc3)=C(C#N)C(=N)N12	109	91	99	108	108	104	94	106
CN1C(=O)C2(Nc3cc(Cl)ccc3-c3ccnn32)c2ccccc21 (configuration not stated)	99	100	105	105	98	112	96	102
Cc1sc2nc(N3CCC(Cc4ccccc4)CC3)[nH]c(=O)c2c1C	94	100	95	nt	101	103	97	109
CCCOc1ccn2c(C(C)=O)cc(-c3ccccc3S(C)(=O)=O)c2c1	105	96	96	113	111	102	104	106
Nc1nn2c(-c3cc4cc(Br)ccc4oc3=O)ccnc2c1N=Nc1ccc(Br)cc1	88	23	49	60	52	69	18	20
C=CCn1c(C)nc2cc(Nc3nc(N4CCN(C)CC4)nc4ccccc34)ccc21	100	99	96	113	105	100	96	106
C=C(C(=O)O)c1ccccc1	114	105	90	114	106	111	102	98
N#Cc1cc2[nH]c3ccc(OC(F)(F)F)cc3c2oc1=O	nt	71	89	66	80	13	74	93
COc1ccc(C2=C/C(=C\c3ccccc3)C(=O)NN2C(=S)NN)cc1	105	96	86	102	nt	107	100	107
COc1cc(-n2cc(C#N)c(N)c2C(=O)c2ccc(Cl)cc2Cl)cc(OC)c1OC	109	99	93	102	99	92	100	109
O=c1cc(-c2ccccc2)nc(SCc2ccccc2Cl)[nH]1	88	95	87	108	103	102	92	104
O=S(=O)(O)c1ccc(O)c2cc(Nc3ccccc3)ccc12	96	nt	102	114	105	114	109	117
Cc1cc(C)c2c(N)c(C#N)sc2n1	nt	97	102	109	108	111	99	107
NC(=O)c1cc2c3ccccc3ccn2c1-c1ccccc1	65	-34*	32	-7.6*	86	-14*	20	105
COc1ccccc1/C=C1\Oc2cc(OCCCN3CCCC3)ccc2C1=O	109	80	96	102	96	91	76	92
CCOC(=O)CSc1nc2sc3c(c2c(=O)n1-c1ccccc1)CCCCC3	97	98	99	103	109	107	101	112
[O-]/[N+](=C\c1ccc(Cl)cc1Cl)c1ccccc1	100	108	87	110	115	99	115	101
COc1cc([N+](=O)[O-])c2nc(C(=O)O)ccc2c1	89	104	85	103	114	101	103	112
CCC(CC)CC1CCCCC1=O (configuration not stated)	102	103	nt	112	nt	102	97	116
Cc1ccc(NC(=O)CN2C(=O)/C(=C3\SC(=S)N(CCCCCCCCCCC(=O)O)C3=O)c3ccccc32)c(C)c1	91	96	96	106	95	102	94	100
CC(=O)Nc1ccc2nc(NC(=O)c3ccc(OC(C)=O)cc3)sc2c1	93	nt	92	115	nt	103	87	111
CC(Sc1nc2ccccc2c(=O)n1CCc1ccc(S(N)(=O)=O)cc1)C(=O)Nc1ccc(F)cc1 (configuration not stated)	99	96	98	100	107	104	100	111
CCOC(=O)C(/C=N/C(N)=O)=C(\C)O	111	105	98	98	112	113	97	107
